# Source: PubChem (National Center for Advancing Translational Sciences (NCATS))
# NPSR antag: antagonists of human neuropeptide S receptor cAMP signaling; 220,000 tested, 1% active; Q6W5P4; CHO-NPSR cells, cAMP TR-FRET, antagonist mode; AID 1461; Potency, µM (titrated, usually from 38.3 µM), for inactives: top-dose activity change, negative = inhibition, actives largely listed as inhibitors; note: % is set by controls: 0 for no effect and ±100 for the full control effect; nearly all actives have a fitted effect of over 50% in size; many of its hits are not listed in these tables
# Target sequence (Q6W5P4 whole entry, looked up): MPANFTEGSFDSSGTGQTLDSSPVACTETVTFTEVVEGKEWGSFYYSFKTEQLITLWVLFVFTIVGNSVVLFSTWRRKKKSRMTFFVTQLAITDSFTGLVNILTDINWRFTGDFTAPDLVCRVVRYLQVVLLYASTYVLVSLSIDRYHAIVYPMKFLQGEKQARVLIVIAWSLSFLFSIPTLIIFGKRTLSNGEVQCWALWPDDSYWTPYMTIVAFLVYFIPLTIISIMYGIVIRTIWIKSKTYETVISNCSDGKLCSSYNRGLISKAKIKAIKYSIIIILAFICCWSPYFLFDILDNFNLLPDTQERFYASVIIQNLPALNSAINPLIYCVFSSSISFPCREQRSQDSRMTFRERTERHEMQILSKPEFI
# GAA inh: alpha-glucosidase (human) inhibition. P10253. purified human GAA, 4-MU-alpha-glucoside fluorescence. Potency, µM (highest dose often 76.9 µM), for inactives: at the top dose activity change, negative = inhibition, usual class: inhibitors. 200,000 tested, 0.005% active;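 note: plate controls were uninhibited enzyme wells for no effect and no-enzyme background for full effect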
#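 AC50 values come from Hill fits of compound titrations (up to 77 uM) against 4 nM human enzyme. Substrate 4-methylumbelliferyl-alpha-D-pyranoside at 400 uM, pH 5.0 citrate buffer, 20 min room temperature; fluorescence Ex 365/Em 440 after alkaline stop.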
# Tau fluor cs: counter-screen for tau fibril formation inhibitors | tau K18 P301L Alexa594 fluorescence, heparin fibrillization | Potency, µM (series often up to 57.7 µM), for inactives: at the top dose activity change, negative = decrease | 280,000 tested, 0.93% active | AID 1463; note: % is set by controls: 0 for no effect and ±100 for the full control effect; nearly all actives have a fitted effect of over 55% in size
#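 Human tau K18 P301L (15 uM unlabeled, 0.24 uM Alexa 594-labeled) in 100 mM sodium acetate pH 7 with 20 uM heparin, 6 hr at 37 C. ThT 30 uM added, 1 hr ambient; Alexa 594 FP and total fluorescence read at 555/632 nm.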
# Epigenetic derep: epigenetic control regulation, reporter derepression; murine LDR cells, GFP reporter derepression, 30 h; Potency, µM (titrated, usually from 53.9 µM), for the others: top-dose GFP activation, hits mostly activators; 280,000 tested, 0.2% active; AID 1865; note: % of control where 0% means no effect; nearly all actives have a fitted effect of over 60% in size
#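 In this reporter-derepression format, murine cells bearing a silenced integrated CMV-GFP locus incubate with test compound (30 h, 37 C), then are washed and imaged; fluorescent objects of 20–120 um count as induced cells.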
# GAA glycogen: GAA glycogen-cleavage inhibition or activation. recombinant GAA, glycogen substrate, Amplex Red glucose oxidase fluorescence. P10253. 300,000 tested, 0.38% active. Potency, µM (titrated, usually from 76.4 µM), without a hit: at the highest dose activity change, negative = inhibition, usual class: inhibitors;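 note: 0% = full enzyme reaction and -100% = no-enzyme basal signal; the screen sought inhibitors and activators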
#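 qHTS, 1536-well; enzyme 4 nM final; cpd up to 77 uM; substrate bovine liver glycogen 30 ug; 50 mM citrate/phosphate pH 5.0, 0.01% Tween-20; 37 C, 40 min; Amplex Red detection 45 min RT; Hill fit → AC50.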
# GAA spleen mod: inhibitors or activators of human alpha-glucosidase in spleen homogenate. P10253. human spleen homogenate, 4-MU-alpha-glucoside fluorescence. Potency, µM (doses to about 79.9 µM), for the others: at the highest dose activity change, negative = inhibition, most hits filed as inhibitors. 240,000 tested, 0.006% active;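 note: 0% = enzyme with vehicle and -100% = no enzyme basal signal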
#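 Enzyme source: human spleen homogenate, 1 ug/well. Buffer 50 mM citric acid/K phosphate pH 5.0, 0.01% Tween-20. 4-MU-alpha-glucoside 1 mM; 37 C x 40 min; NaOH/glycine stop; fluorescence.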
# GLA spleen mod: inhibits or activates alpha-galactosidase in human spleen homogenate. human spleen homogenate, 4MU-alpha-Gal fluorescence, 40 min. Potency, µM (highest dose often 80 µM), inactives show at the top dose activity change, negative = inhibition, most hits filed as inhibitors. 240,000 tested, 0.008% active. AID 2107;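 note: 0% = enzyme with vehicle and -100% = no enzyme basal signal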
#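 qHTS titration in buffer at pH 5.0. Alpha-galactosidase activity in spleen homogenate was measured via 4-methylumbelliferone release from 1 mM fluorogenic substrate after 40 min at 37C and a pH 10 stop. AC50 came from Hill fits of control-normalized data.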
# ALDH1A1 inh: blocks purified human ALDH1A1 activity; P00352; Purified ALDH1A1, NADH fluorescence, propionaldehyde substrate; Potency, µM (titrated, usually from 75.3 µM), for the others: at the top dose activity, negative = inhibition, hits mostly inhibitors; 220,000 tested, 7.3% active; active = well fitted inhibition curve with a large enough effect, not every such curve was filed as active; inconclusive = small, poorly fitted or top-dose-only effect, or another doubt; inactive = no such curve, though single readings can be large or run the other way;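 note: plate controls were no enzyme wells and a reference inhibitor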
# Target sequence (P00352 whole entry, looked up): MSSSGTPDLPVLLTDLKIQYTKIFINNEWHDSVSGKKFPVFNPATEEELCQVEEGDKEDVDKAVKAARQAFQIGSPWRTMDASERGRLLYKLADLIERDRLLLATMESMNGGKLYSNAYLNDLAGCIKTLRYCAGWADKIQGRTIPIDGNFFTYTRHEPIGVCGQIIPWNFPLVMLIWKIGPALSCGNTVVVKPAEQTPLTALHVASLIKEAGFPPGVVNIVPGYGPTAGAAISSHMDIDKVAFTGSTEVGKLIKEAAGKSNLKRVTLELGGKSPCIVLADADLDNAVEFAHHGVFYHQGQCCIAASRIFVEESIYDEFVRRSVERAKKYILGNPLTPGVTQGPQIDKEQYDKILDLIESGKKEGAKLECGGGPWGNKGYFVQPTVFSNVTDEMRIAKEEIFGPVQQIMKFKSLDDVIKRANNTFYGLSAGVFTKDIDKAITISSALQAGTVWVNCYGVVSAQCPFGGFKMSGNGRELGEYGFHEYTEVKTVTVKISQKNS
# * = called active by the depositor; ? = inconclusive; . = not tested or not shown; [ ] = another dose, or the depositor's remark. Unless noted, calls come from the whole dose curve; as a rule, active = well fitted curve in the direction sought with a large enough effect; inconclusive = small, poorly fitted or top-dose-only effect, or another doubt; inactive = no such curve, though single readings can be large; an effect the other way counts as inactive or inconclusive. Potency is the fitted concentration of half-maximal effect. This is a subset; the hit share may differ from the screen's.
SMILES,NPSR antag,GAA inh,Tau fluor cs,Epigenetic derep,GAA glycogen,GAA spleen mod,GLA spleen mod,ALDH1A1 inh
COC(=O)c1[nH]c2cccc(OC)c2c1NC(=O)CCN1CCC(C(N)=O)CC1,-17%[46.1 µM],4%,5%,1.4%,5%,0%,0%,?
O=C1N/C(=N\N=C\c2cccs2)SC1Cc1ccc(Cl)cc1 (stereo unspecified),?,-7%,-13%,2.3%,17%,3%,4%,12%
COc1cccc(C(=O)OCCN2C(=O)c3ccccc3C2=O)c1OC,-9%[46.1 µM],-11%,-7%,-0.9%,5%,-2%,-1%,2%
COc1ccc(OC)c(CNC(=O)C2CCN(S(C)(=O)=O)CC2)c1,22%,3%,7%,-4.2%,-8%,1%,-7%,14%
Cn1c(Cn2cnc([N+](=O)[O-])n2)nnc1SCC(=O)Nc1ccccc1,11%,-2%,-9%,-1.0%,-5%,-13%,-4%,-4%
COc1ccccc1CN(Cc1nc2ccccc2c(=O)[nH]1)C(=O)Nc1cccc(C)c1,?,-3%,?,-0.1%,1%,-10%,2%,?
Cc1ccc(C)c(SCC(=O)NC(=O)NCc2ccccc2)c1,-13%,-6%,-8%,-1.1%,10%,-6%,-5%,-1%
Cc1nn(-c2ccccc2)c(N)c1N=Nc1ccccc1,-34%,-7%,?,0.9%,0%,-7%,-26%,?
CCSc1nnc(N2C(=O)CC(c3ccsc3)C3=C2CC(C)(C)CC3=O)s1 (stereo unspecified),-8%[46.1 µM],-10%,-7%,0.0%,2%,4%,-3%,?
O=C(NCCC1=CCCCC1)C1CCN(C(=O)c2ccc(Br)cc2)CC1,-3%[46.1 µM],3%,-8%,-0.9%,12%,-2%,6%,?
COc1cc(/C(C#N)=C/c2cccc3ccccc23)c([N+](=O)[O-])cc1OC,-8%,-10%,-18%,1.0%,-11%,0%,5%,6%
COCCNC(=O)CN(Cc1ccc(Cl)cc1)S(C)(=O)=O,-2%[46.1 µM],2%,-10%,-2.9%,-1%,3%,-16%,16%
Cc1ncc(S(=O)(=O)c2ccccc2)c(-c2ccccc2)n1,-6%[46.1 µM],1%,-7%,-0.1%,-6%,-2%,-2%,-6%
COc1ccc(-n2nnnc2SCc2nc3ccccc3s2)cc1,-19%[46.1 µM],-6%,?,-0.2%,?,-6%,24%,?
C/C(=N\Nc1ccc([N+](=O)[O-])cc1)c1ccc(C#N)cc1,11%[7.67 µM],.,?,1.1%,-2%,2%,0%,.
COc1ccc(-c2cn(-c3cccc(C)c3)c(=O)[nH]2)cc1OC,3%,0%,-14%,14%,-23%,-3%,1%,?
Clc1ccc2oc3c(Cl)ncnc3c2c1,-15%,-6%,-1%,-1.5%,6%,0%,2%,?
CCC(=O)Nc1ccc(NC(=O)c2ccccc2)nc1,3%,7%,-6%,-2.3%,9%,-5%,-2%,8%
Cc1sc2ncnc(NCc3ccccc3)c2c1C,-10%[46.1 µM],2%,-12%,0.0%,8%,-7%,-4%,1%
O=C(O)c1cc(S(=O)(=O)N2CCCC2)ccc1Br,0%[46.1 µM],-5%,-1%,-5.3%,18%,0%,5%,2%
COc1cc(OC)c2c(-c3ccccc3)cc(=O)oc2c1,22%,-6%,-21%,3.1%,-11%,-3%,8%,14µM*
CCc1ccc(-c2cc(-c3n[nH]c(=S)n3CC)c3ccccc3n2)cc1,-17%,-6%,-11%,-1.0%,0%,-10%,6%,?
CC(=O)OC1CC2C(C)(C)CCC(=O)[C@@]2(C)C2CC[C@@]3(C)C(c4ccoc4)OC(=O)C4OC43[C@]12C (stereo partly specified),.,.,-8%,11%,.,3%,-2%,2%
O=[N+]([O-])c1ccc(/C=N/Nc2nc(N3CCCCCC3)nc(N3CCCCCC3)n2)o1,6.3µM*,-6%,?,?,3%,-11%,-6%,3%
COc1ccc(CN(C(=O)CCC(=O)N2CCCCC2)c2nccs2)cc1OC,-2%,-14%,2%,-2.4%,-7%,-1%,5%,-11%
CCOc1ccc(-c2nnc(SCC(=O)N(CC)CC)n2N)cc1,2%[46.1 µM],-9%,-2%,-1.7%,-2%,-5%,-3%,-12%
CCC1Sc2ccccc2N(CC(=O)NC2CC2)C1=O (stereo unspecified),16%,-3%,-2%,2.2%,-1%,-5%,-7%,5%
O=[N+]([O-])c1cc(Cl)ccc1N1CCOCC1,19%,-10%,8%,2.2%,-8%,-8%,-3%,9%
CN(Cc1ccccc1)C(=O)c1cccc(N2C(=O)NC3CC2(C)Oc2ccccc23)c1 (stereo unspecified),-9%[46.1 µM],-2%,-4%,0.0%,-1%,-9%,-15%,?
COc1ccc(OC)c(NC(=O)c2cc3ccccc3o2)c1,?,-3%,-15%,-1.0%,-4%,-7%,-4%,?
O=C(CCS(=O)(=O)c1ccc(Br)cc1)N1CCN(c2ccccc2Cl)CC1,-19%[46.1 µM],-2%,-22%,-5.9%,-14%,-7%,-8%,-4%
Cc1occc1-c1nnc(SCC(N)=O)n1Cc1ccccc1,-2%[46.1 µM],0%,0%,-5.2%,5%,-8%,9%,-3%
COc1ccc(-c2nc(CS(=O)CC(=O)NCCCN3CC(C)CC(C)C3)c(C)o2)cc1OC (stereo unspecified),-2%[46.1 µM],3%,-3%,16%,11%,-6%,3%,-4%
O=C1OC(C(=O)Nc2ccccc2)Cc2ccccc21 (stereo unspecified),4%,-7%,-3%,-0.1%,4%,.,-1%,0%
Cc1cc(C)cc(N(C(=O)c2csnn2)C(C(=O)NC(C)(C)C)c2cccnc2)c1 (stereo unspecified),-4%,?,11%,-0.1%,6%,-5%,-1%,10%
C/C(=N\NC(=O)Cc1cc(=O)[nH][nH]1)c1cccc([N+](=O)[O-])c1,17%,-3%,-11%,2.1%,?,2%,1%,?
O=C(Nc1cccc(F)c1)NC1CCN(Cc2ccccc2)CC1,2%,-1%,-6%,-1.2%,9%,11%,18%,?
COC(=O)c1[nH]c2ccc(Cl)cc2c1NC(=O)CCN1CCN(C2CCCCC2)CC1,-5%[46.1 µM],1%,-16%,-0.9%,-6%,-2%,-2%,?
COc1ccccc1/C=C/CN1CCN(Cc2ccc(F)cc2)C(CCO)C1 (stereo unspecified),41%,-4%,-6%,1.8%,4%,9%,9%,0%
COc1ccc(NC(=O)c2ncn[nH]2)cc1,-4%[46.1 µM],1%,-1%,-1.1%,1%,2%,0%,4%

# Taken from the listing, 4 compounds:
SMILES,NPSR antag,GAA inh,Tau fluor cs,Epigenetic derep,GAA glycogen,GAA spleen mod,GLA spleen mod,ALDH1A1 inh
O=C(Nc1cccc(F)c1)NC1CCN(Cc2ccccc2)CC1,2%,-1%,-6%,-1.2%,9%,11%,18%,?
COC(=O)c1[nH]c2ccc(Cl)cc2c1NC(=O)CCN1CCN(C2CCCCC2)CC1,-5%[46.1 µM],1%,-16%,-0.9%,-6%,-2%,-2%,?
COc1ccccc1/C=C/CN1CCN(Cc2ccc(F)cc2)C(CCO)C1 (stereo unspecified),41%,-4%,-6%,1.8%,4%,9%,9%,0%
COc1ccc(NC(=O)c2ncn[nH]2)cc1,-4%[46.1 µM],1%,-1%,-1.1%,1%,2%,0%,4%

# The listing continues:
SMILES,NPSR antag,GAA inh,Tau fluor cs,Epigenetic derep,GAA glycogen,GAA spleen mod,GLA spleen mod,ALDH1A1 inh
Cc1ccc(-n2nnnc2SCC(=O)c2cc(C)n(CC3CCCO3)c2C)cc1 (stereo unspecified),-28%[46.1 µM],2%,-7%,1.6%,10%,-2%,-1%,0%
Cc1ccc(S(=O)(=O)N2CCCC2C(=O)OCc2ccco2)cc1 (stereo unspecified),-13%[46.1 µM],-11%,-14%,3.8%,-1%,-5%,2%,2.8µM*
COC(=O)c1ccc(CN2CCC(CO)(Cc3ccccc3Cl)CC2)cc1,-3%,?,-7%,0.0%,-5%,-3%,3%,-2%
CCc1nc(C)ccc1OCC(=O)N1CCc2c([nH]c3ccccc23)C1c1ccccn1 (stereo unspecified),4%,10%,11%[2.34 µM],-0.1%,-7%,-9%,-8%,0%
Cc1cc(C)n(CC(=O)N2N=C(C(F)F)CC2(O)C(F)F)n1 (stereo unspecified),5%,5%,12%,0.0%,4%,1%,1%,14%
CCC(=O)Nc1cc(-c2nnc(OC)c3ccccc23)ccc1N1CCOCC1,-12%[46.1 µM],-3%,3%,-2.7%,-7%,3%,6%,-3%
CN1C(=O)c2ccccc2C(C(=O)NCCCN2CCCC2)C1c1c[nH]c2ccccc12 (stereo unspecified),-6%[46.1 µM],-3%,-3%,-0.7%,2%,-6%,1%,-6%
COC(=O)c1cc(COC(=O)c2ccc(OC)c(S(=O)(=O)N3CCCC3)c2)oc1C,-13%[46.1 µM],?,-26%,-1.0%,0%,-2%,11%,-11%
O=C(CCCn1c(=S)[nH]c2cc3c(cc2c1=O)OCO3)NC1CC1,-3%[46.1 µM],1%,5%,0.8%,-6%,-3%,6%,-4%
CCN(CC)CCCN1C(=O)c2oc3ccccc3c(=O)c2C1c1cccnc1 (stereo unspecified),-4%[46.1 µM],1%,3%,-0.7%,-16%,4%,-1%,-9%
O=C(NC(NC(=S)Nc1cccc(Cl)c1)C(Cl)(Cl)Cl)OCc1ccccc1 (stereo unspecified),-4%[46.1 µM],-3%,?,1.0%,3%,3%,-6%,-5%
Cc1noc(C)c1C(=O)N1CCCC1,-6%[46.1 µM],-3%,-3%,-0.4%,1%,-1%,-1%,7%
CSC(SC)=C(C#N)C(=O)c1ccccc1,?,1%,-19%,4.3%,7%,-2%,-6%,22µM*
CN(Cc1ccccc1)C(=O)CCn1c(=O)oc2ccccc21,6%[46.1 µM],3%,-11%,0.2%,9%,5%,12%,?
Cc1nonc1NC(=O)c1ccc(Cl)c(S(=O)(=O)N2CCCCC2)c1,-3%[46.1 µM],1%,-12%,-1.0%,3%,-7%,1%,-9%
CN(C)S(=O)(=O)c1ccc(Cl)c(-c2nnc3n2CCCCC3)c1,17%,0%,11%,0.1%,9%,4%,-8%,-2%
Cc1cc(NC(=O)CC(CN(C)S(=O)(=O)c2ccccc2)c2ccccc2)no1 (stereo unspecified),0%,-2%,-12%,0.0%,5%,1%,-1%,?
COc1ccc(N2C(=O)CSC(c3ccccc3)C2=O)cc1 (stereo unspecified),7%,1%,-3%,0.9%,-1%,-5%,-1%,?
